Dynein cargo inh – dynein cargo transport inhibition; 3617.4 mouse cells, GR-EGFP nuclear translocation imaging; test concentration mostly 20 µM; stimulated with dexamethasone, 1 µM; stronger effect = lower value; z-score, hits read low; 0.47% of 220,000 active; AID 1381;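 active = plate z-score of nuclear minus cytoplasmic receptor signal below a set negative limit, without overly bright fluorescence or cell loss, cut at about -3.5 in these data, passing the limit was not always enough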;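 also: z-score of nuclear minus cytoplasmic ring GR-EGFP intensity difference per well; some compounds called inactive have numbers as strong as hits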
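Also added – dexamethasone, 1.0 µM final · Buffer or medium – tet-free, stripped-serum medium · Schedule – induction 48 h, compound 1 h, agonist 30 min · Detection – formaldehyde fixation, Hoechst nuclear stain, 10x automated fluorescence imaging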
Ins promoter up – MIN6 insulin promoter up-regulation; MIN6 insulin promoter-GFP reporter, high-content imaging; stronger effect = higher value; z-score at 5 µM; 0.3% of 190,000 active; AID 1625;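 active = z-score above 3 at 5 µM with at least 500 cells counted in the well; inconclusive = wells under 500 cells, flagged as cytotoxic or low count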
T cell modulator – modulates CD8 T cell binding to vesicles. 2C CD8+ T cell-vesicle binding, flow cytometry; stronger effect = lower value. calls only at 7 µM. 0.068% of 330,000 active. AID 2052;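 active = response, share of CD8 T cells binding vesicles, and their 90th percentile fluorescence all below set limits, cut at about 80% in these data, passing the limit was not always enough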
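Assay system: 2C TCR transgenic mouse naive CD8+ T cells, MACS-purified | Read-out: CD8+ gate FL2 mean fluorescence as % of same-row positive control | Signal: High-throughput flow cytometry with anti-B7-1 and anti-CD8 staining | Timing: Binding step 1.5 h, 37 °C, antibody labelling 20 min, ice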
Lipid droplet – modulators of hepatic lipid droplet formation | AML12 mouse hepatocytes, oleate lipid droplets, BODIPY imaging | inhibition, % at 6.5 µM | 0.4% of 240,000 active | AID 1656;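 active = lipid droplet intensity inhibited by at least 50%, with more than 500 cells counted; inconclusive = wells with under 300 cells, treated as cytotoxic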
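material = mouse AML12 hepatocyte cell line, fixed after treatment | also added = 100 µM oleic acid challenge | doses = compound at 6.5 µM only | schedule = overnight exposure | technique = Image-based BODIPY and DAPI two-channel analysis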
TNAP activation fold – stimulation of alkaline phosphatase TNAP activity – biochemical, luminescent, no phosphate acceptor, uHTS, primary screen (AID 1001) | purified TNAP, luminescent activation assay, no phosphate acceptor; higher activation fold means a stronger effect | activation fold at 20 µM, or EC50 in µM where a hit was titrated | 0.03% of 200,000 active; in the data active = activation fold from about 3, or a potency from the dose series; inactive = the rest, 99 in 100 with activation fold below about 1.6; also: many of its hits are not listed in these tables
Myeloid diff MLP – compounds promoting myeloid differentiation; ER-HoxA9 myeloid progenitors, lysozyme-GFP differentiation, flow cytometry; calls only at 10 µM; 1% of 360,000 active;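 active = normalized GFP-positive differentiation at or above the plate's own cutoff, the solvent-only control mean plus 3 SD; inconclusive = no clear call, values can overlap the other calls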;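 also: cells exposed to compound for four days before flow analysis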
MT stabilize HCS – microtubule stabilization, imaging screen | HeLa tubulin immunostaining HCS, 24 h; share of cells brighter than vehicle mean+2SD | % tubulin-high responders, % at 10 µM | 0.83% of 200,000 active | AID 2205;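 active = plate Z-score above 3 for both tubulin-high and condensed-nucleus cell shares, with cell loss under 80%, at 10 µM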;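 also: anti alpha tubulin signal scored within the nucleus-defined area of each cell; some results filed as inactive read as strong as hits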
PMI inhibitors – inhibitors of human PMI, primary screen, biochemical, fluorescence intensity, coupled assay (AID 1209); purified PMI enzyme, coupled fluorescence intensity; higher % means a stronger effect; inhibition, % at 20 µM, or IC50 in µM where a hit was titrated; 0.42% of 190,000 active; in the data active = inhibition above about 50%;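 also: plate controls were DMSO vehicle for no effect and wells lacking substrate for full effect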
bCat nuc transl – modulators of beta-catenin nuclear translocation; HeLa beta-catenin nuclear translocation, immunofluorescence imaging; nuclear translocation activity, % at 5 µM; 0.3% of 190,000 active;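 active = nuclear translocation activity above 50% at 5 µM, with a well cell count of 50 or more; inconclusive = wells under 50 cells across six images, flagged as toxic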;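 also: per-cell ratio of nuclear to cytoplasmic median beta-catenin stain intensity; plate controls were DMSO negative control for no effect and GSK-3 inhibitor IX positive control for full effect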
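Technique: fluorescence imaging of beta-catenin antibody stain plus DAPI / Material: human HeLa cell line / Incubation: compound treatment 24 h, 37°C, 5% CO2 / Read-out basis: % activation of per-cell nuclear versus cytoplasmic median beta-catenin signal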
Dynein cargo inh cytoplasmic EGFP – further read-out of Dynein cargo inh, marked with its call; z-score; measured here: cytoplasmic GR-EGFP intensity; stronger effect = higher value
Dynein cargo inh nuclear GR-EGFP – also measured in Dynein cargo inh; calls as there; z-score; measured here: nuclear GR-EGFP intensity;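 lower value marks the stronger effect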
Dynein cargo inh cell count – also measured in Dynein cargo inh; calls as there; z-score; measured here: cell count per field
Ins promoter up cell count – further read-out of Ins promoter up, marked with its call; cell count; measured here: cytotoxicity, nuclei count;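 total cells summed across four imaged fields per well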
Lipid droplet cells 6.5 µM – recorded beside Lipid droplet, whose call it bears; cell count; measured here: cell count, cytotoxicity flag;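 cells counted across two imaged fields per well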
bCat nuc transl cell count 5 µM – second read-out of bCat nuc transl, no call of its own (marks repeat the call); cell count; measured here: cell count, cytotoxicity flag
T cell modulator vesicle-bound % – second read-out of T cell modulator, no call of its own (marks repeat the call); double positive events, %; measured here: CD8+ vesicle-bound cell fraction;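 binding gate set so that unloaded-vesicle control wells show 10% double positive cells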
MT stabilize HCS Hoechst-high % – second read-out of MT stabilize HCS, no call of its own (marks repeat the call); % Hoechst-high responders; measured here: nuclear condensation Hoechst responders;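 share of cells brighter than vehicle mean plus two SD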
MT stabilize HCS cytotoxicity % – also measured in MT stabilize HCS; calls as there; toxicity, %; measured here: cytotoxicity by cell density;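 0% = mean cell density of plate MIN control wells and 100% = no cells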
Myeloid diff MLP GFP+ MAC1+ % – recorded beside Myeloid diff MLP, whose call it bears; GFP+ MAC1+ double positive, %; measured here: differentiation confirmed by MAC1 staining
* = called active by the depositor; i = inactive; u = inconclusive; x = no result given. No enrichment for hits (roughly 3% active in at least one column).

SMILES | Dynein cargo inh | Dynein cargo inh cytoplasmic EGFP | Dynein cargo inh nuclear GR-EGFP | Dynein cargo inh cell count | Ins promoter up | Ins promoter up cell count | T cell modulator | T cell modulator vesicle-bound % | Lipid droplet | Lipid droplet cells 6.5 µM | TNAP activation fold | Myeloid diff MLP | Myeloid diff MLP GFP+ MAC1+ % | MT stabilize HCS | MT stabilize HCS Hoechst-high % | MT stabilize HCS cytotoxicity % | PMI inhibitors | bCat nuc transl | bCat nuc transl cell count 5 µM
N#Cc1nc(-c2cccs2)oc1NCc1ccc(Cl)cc1 | -0.103 | -0.114 | 0.274 | -0.513 | 0.93 | 1236 | i | 63.1 | 0.6 | 652 | 1 | i | 1.8 | 2.5 | 2.6 | 4.5 | 13.8% | -0.1 | 1118
Cc1ccc2nc(SC(C(=O)Nc3ccc(F)cc3)c3ccccc3)[nH]c2c1 (stereo not drawn) | 0.027 | -0.206 | 0.074 | -0.1 | -0.06 | 1395 | i | 0.0 | -27.3 | 595 | 1.3 | i | 0.8 | 4.1 | 2.2 | 4.5 | 18.8% | -0.9 | 1126
CN1c2ccccc2C(C)(C)C12C=Nc1c(cc(N3CCOCC3)c3ccccc13)O2 (stereo not drawn) | -0.531 | -0.24 | -0.669 | 0.252 | -0.69 | 1561 | x | x | x | x | 1 | i | 0.4 | 5.0 | 0.5 | 16.3 | 31.8% | -0.2 | 1337
CCOC(=O)C1=C(C)NC(=S)N(C(C)=O)C1c1ccc(Cl)cc1 (stereo not drawn) | 1.47 | -0.152 | 0.741 | -0.216 | x | x | i | 16.8 | -25.2 | 669 | 1 | i | 4.3 | 4.8 | 3.0 | 9.0 | -7.0% | -1.4 | 1200
COc1ccc(CN2CCCC(C(=O)c3ccc(Cl)cc3)C2)cc1Cn1cncn1 (stereo not drawn) | -0.437 | -0.313 | -0.0426 | 0.73 | -0.36 | 1567 | i | 26.6 | -26.6 | 676 | 1.1 | i | 0.6 | 2.2 | 1.8 | 5.5 | 1.5% | -2.6 | 1043
O=Cc1cn(-c2ccccc2)nc1-c1cccnc1 | 0.661 | -0.0425 | 0.762 | -0.356 | 0.01 | 1560 | i | 23.8 | 3.0 | 706 | 1 | i | 0.0 | 7.6 | 2.3 | 8.5 | 1.5% | -4.3 | 1070
Cc1cc(C)n2nc(SCc3ccccc3)nc2n1 | -1.25 | -0.274 | -0.8 | 1.25 | -1.09 | 1465 | i | 5.8 | x | x | x | i | 0.4 | x | x | x | x | -0.4 | 1339
NS(=O)(=O)c1ccc(-c2ccc(C=NC3CCS(=O)(=O)C3)o2)cc1 (stereo not drawn) | 0.272 | -0.0675 | 0.323 | 0.591 | -0.05 | 1262 | i | 38.2 | x | x | 1.1 | i | 4.1 | 5.5 | 3.8 | 7.9 | 2.4% | -1.9 | 1159
COCCN(C(=S)Nc1ccc(OC)c(Cl)c1)C1CCN(C(C)C)CC1 | -0.346 | -0.292 | -0.261 | 0.654 | x | x | i | 47.8 | 22.6 | 746 | 1.1 | i | 0.5 | 3.7 | 2.6 | 7.1 | -10.0% | -1.5 | 1101
Cc1oc2ccc(OCc3ccccc3F)cc2c1C(=O)O | -1.05 | -0.227 | -0.306 | 0.898 | x | x | i | 48.6 | 17.3 | 821 | 1 | i | 2.6 | 1.8 | 1.3 | 5.1 | 2.3% | 2.6 | 1073
COc1ccc2nc(Nc3nc(-c4cc5ccccc5oc4=O)cs3)sc2c1 | 0.0944 | -0.279 | -0.152 | 0.537 | -0.1 | 1102 | i | 29.0 | 0.2 | 331 | 1.2 | i | 0.7 | 1.2 | 4.0 | 8.1 | -3.0% | 1.1 | 837
Cc1cccc(NC(=S)NC2CC3CCCC(C2)N3CC(C)C)c1C (stereo not drawn) | 1.41 | -0.00154 | 0.733 | -1.75 | x | x | i | 34.2 | 2.4 | 797 | 1.1 | i | 1.0 | 5.4 | 1.9 | 0.1 | -0.9% | 2.5 | 557
CCOc1ccc(N2C(=O)CC(NCc3ccc(F)cc3)C2=O)cc1 (stereo not drawn) | -0.0995 | -0.0749 | 0.152 | -1.06 | -0.31 | 1229 | i | 56.1 | 11.4 | 763 | 1.1 | i | 2.0 | 3.1 | 1.6 | 3.1 | 15.8% | -5.4 | 1134
COC(=O)CNc1c(-c2ccccc2)nc2ccc(Br)cn12 | 0.679 | -0.203 | 0.534 | 0.0921 | 0.28 | 811 | i | 32.4 | 0.1 | 747 | 1.2 | i | 1.0 | 1.5 | 0.8 | 11.3 | -2.4% | x | x
O=C(Nc1nc2nccc(-c3ccccc3)n2n1)c1ccccc1 | 0.0755 | -0.112 | -0.198 | 0.407 | -0.28 | 1418 | i | 8.8 | 1.7 | 687 | x | i | 0.1 | x | x | x | x | -1.0 | 1276
O=C1C(Cc2ccccc2)S/C(=N/N=C/c2ccco2)N1c1ccccc1 (stereo not drawn) | -0.897 | -0.247 | -0.699 | 1.78 | x | x | i | 30.2 | x | x | 1.1 | i | 0.7 | 1.8 | 1.2 | 9.3 | 11.3% | x | x
O=C(O)c1cccnc1SCC(=O)N1CCCc2ccccc21 | -0.611 | -0.145 | 0.0363 | 1.4 | 0.27 | 1064 | i | 34.2 | -11.2 | 709 | x | i | 0.5 | x | x | x | x | -0.8 | 1317
Cc1ccc(OCCCN2CCCC2)c(C)c1 | -0.156 | -0.151 | -0.234 | 0.558 | 0.02 | 919 | i | 21.2 | 5.2 | 748 | 1.2 | i | 0.6 | 1.7 | 1.6 | 12.6 | 2.5% | x | x
COC(=O)N1CCN(S(=O)(=O)c2ccc(F)cc2)CC1 | 0.761 | -0.232 | 0.291 | -0.464 | -0.67 | 1224 | i | 19.6 | 20.7 | 726 | 1.1 | i | 8.4 | 5.3 | 2.7 | 6.6 | -12.4% | -1.4 | 617
CCOC(=O)c1c(C(=O)OCC)c(C)n(CCc2ccccc2)c1C | -0.681 | -0.261 | 0.166 | 0.904 | -0.19 | 1229 | i | 42.4 | -7.6 | 764 | 1.1 | i | 0.7 | 2.6 | 1.3 | 6.8 | 2.8% | -4.6 | 623
CN(CC(=O)NCCc1ccccc1)S(=O)(=O)c1cccc2nsnc12 | -0.847 | -0.259 | 0.325 | 0.277 | u | x | i | 3.0 | -39.3 | 728 | 1 | i | 1.2 | 1.7 | 3.0 | 5.1 | -6.4% | -3.1 | 551
CN1N=C(C(=O)Nc2ccc3c(c2)CCC3)CCC1=O | 1.15 | -0.33 | 0.476 | -1.33 | -0.26 | 1396 | i | 28.3 | 20.6 | 716 | 1.1 | i | 0.2 | 3.8 | 1.7 | 9.6 | -5.7% | -4.1 | 1104
CCC1=C(OC(=O)N(CC)CC)N2C(=O)OC(=NCc3ccccc3)[C@]2(C)[C@H]2C1=CC[C@H]1C(=O)N(c3ccccc3)C(=O)[C@H]12 | -0.875 | -0.13 | -0.395 | -0.191 | 0.17 | 969 | i | 10.4 | -7.8 | 689 | x | i | 1.2 | x | x | x | x | 0.3 | 1372
Cc1ccccc1-n1nc(C)c2cc(C(=O)NCc3cccnc3)sc21 | 0.0437 | -0.123 | 0.263 | -0.381 | 0.54 | 1677 | i | 11.8 | 6.2 | 708 | 1 | i | 4.6 | 6.4 | 3.2 | 7.8 | 0.4% | -0.6 | 958
CC(C)n1c(/C=C/c2ccccc2)nc2ccccc21 | -0.319 | -0.294 | -0.174 | 0.638 | -0.3 | 1477 | i | 5.8 | -14.3 | 559 | 1 | i | 0.5 | 1.3 | 3.0 | 6.7 | 14.0% | -1.8 | 1110
CCN(CC)S(=O)(=O)c1ccc(OC)c(NS(=O)(=O)c2ccc(F)cc2)c1 | 0.276 | -0.152 | -0.252 | -0.574 | 2.52 | 1344 | i | 42.5 | x | x | 1 | i | 1.1 | 2.0 | 1.8 | 0.6 | 3.9% | -2.0 | 825
COc1ccc(Br)c(OC)c1C(=O)NC(=O)Nc1nc(C)cc(C)n1 | 0.369 | -0.279 | 0.15 | -0.0774 | -1 | 988 | i | 17.2 | -31.3 | 731 | x | i | 0.8 | x | x | x | x | -1.3 | 1187

Just Ins promoter up cell count, Ins promoter up and PMI inhibitors (two entries from above):
mol | Ins promoter up cell count | Ins promoter up | PMI inhibitors
O=Cc1cn(-c2ccccc2)nc1-c1cccnc1 | 1560 | 0.01 | 1.5%
Cc1cc(C)n2nc(SCc3ccccc3)nc2n1 | 1465 | -1.09 | x
